Bioassay records from PubChem BioAssay.
cytoskel mod: modifiers of F-actin cytoskeleton organization, primary screen, imaging, HUVEC, phalloidin staining, high-content imaging. HUVEC TNFa F-actin phalloidin imaging. inhibition, % at 2 µM. actives 0.18% (n = 91,000). AID 836, 2007;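 active = inhibition above the batch mean plus 3 SD and confirmed as a hit by visual image inspection, cut at about 30% in these data, passing the limit was not always enough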; also: strong numbers were not always called active
DAT uptake mod: changed hDAT dopamine uptake under cocaine IC80, either direction, primary screen, cocaine antagonist project, cell-based, LLC-PK1 hDAT, [14C]-dopamine uptake, MLSMR. LLC-PK1 hDAT cells, [14C]-dopamine uptake with cocaine IC80; actives deviate in either direction. Sodium-dependent dopamine transporter (Homo sapiens), Q01959. B-score at 10 µM. AID 449768, 2010. actives 1.3% (n = 110,000);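 active = Z score or B-score, a plate-position-corrected score, falls beyond the plate's 99.7% confidence bounds, in either direction; inactive = both scores lie inside the 99.7% bounds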;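 also: scored against the spread of the other compound wells on the same plate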
Target sequence (Q01959 whole entry, looked up): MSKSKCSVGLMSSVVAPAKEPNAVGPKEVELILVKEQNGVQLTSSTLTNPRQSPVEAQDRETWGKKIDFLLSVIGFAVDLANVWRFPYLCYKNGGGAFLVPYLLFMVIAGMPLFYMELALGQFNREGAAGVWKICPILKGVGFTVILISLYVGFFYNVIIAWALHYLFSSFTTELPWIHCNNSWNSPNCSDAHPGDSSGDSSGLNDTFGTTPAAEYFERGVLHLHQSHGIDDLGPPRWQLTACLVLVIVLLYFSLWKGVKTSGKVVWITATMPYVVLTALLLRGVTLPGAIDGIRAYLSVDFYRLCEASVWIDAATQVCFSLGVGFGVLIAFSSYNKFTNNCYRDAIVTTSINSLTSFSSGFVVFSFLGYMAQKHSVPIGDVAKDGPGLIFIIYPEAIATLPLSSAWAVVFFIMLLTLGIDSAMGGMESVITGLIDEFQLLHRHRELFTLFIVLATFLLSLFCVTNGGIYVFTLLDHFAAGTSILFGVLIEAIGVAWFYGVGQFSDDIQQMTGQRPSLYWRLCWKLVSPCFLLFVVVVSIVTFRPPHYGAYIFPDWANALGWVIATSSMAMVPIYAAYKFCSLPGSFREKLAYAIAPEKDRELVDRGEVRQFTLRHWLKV
Candida biofilm: clotrimazole potentiators killing Candida biofilms, primary screen, with clotrimazole, Alamar Blue; C. albicans biofilm + clotrimazole; inhibition, % at 6 µM; actives 0.14% (n = 85,000);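 active = inhibition above 20%; inactive = inhibition below 20%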;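 also: preformed 24 hr biofilms exposed to compound for 48 hr; 0% = biofilm without compound and 100% = blank killed by clotrimazole plus chlorhexidine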
HUVEC tox IL1B: cytotoxicity in IL-1B stimulated HUVEC, primary screen, cytotoxicity control for IL-1B NFkB translocation project, imaging, Hoechst nuclear count, IL-1B stimulus | HUVEC cell count loss | actives 0.41% (n = 94,000) | cell count reduction, % at 2 µM;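 active = cell count reduction more than 3 SD above the screen-wide mean, cut at about 70% in these data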;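 also: normalized per plate to untreated control cells as the no-loss baseline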
Smad3 inh: Smad3/FoxH1 peptide binding inhibitors, primary screen, biochemical, TR-FRET | TR-FRET Smad3/Dy647-FoxH1 peptide binding, europium anti-His | inhibition, % at 25 µM | Mothers against decapentaplegic homolog 3 (Homo sapiens), P84022 | actives 0.29% (n = 88,000) | AID 630, 2007;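 active = compounds that reduce the energy-transfer binding signal between the protein and its labelled peptide by more than half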;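 also: 0% = Smad3 plus labelled peptide maximal FRET and 100% = peptide-only background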
Target sequence (P84022 whole entry, looked up): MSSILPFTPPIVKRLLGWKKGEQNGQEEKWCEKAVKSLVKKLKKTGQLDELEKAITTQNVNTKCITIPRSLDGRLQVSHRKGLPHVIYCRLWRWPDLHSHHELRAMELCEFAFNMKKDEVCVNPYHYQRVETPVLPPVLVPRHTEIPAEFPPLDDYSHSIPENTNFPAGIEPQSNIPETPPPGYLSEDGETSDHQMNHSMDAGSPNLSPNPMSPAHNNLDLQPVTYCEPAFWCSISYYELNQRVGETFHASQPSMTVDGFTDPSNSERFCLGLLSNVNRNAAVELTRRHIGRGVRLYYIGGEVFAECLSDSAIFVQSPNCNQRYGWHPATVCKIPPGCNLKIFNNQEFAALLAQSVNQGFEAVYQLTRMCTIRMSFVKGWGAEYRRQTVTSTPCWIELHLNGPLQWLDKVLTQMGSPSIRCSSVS
MT1-MMP txn act: MT1-MMP promoter reporter activation – cell-based, luciferase luminescence, primary screen. AID 750, 2007. actives 0.16% (n = 86,000). HT1080 MT1-MMP promoter luciferase reporter, overnight; stronger effect = higher value. activation factor at 10 µM;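 active = activation factor of at least 2 for MT1-MMP transcription at 10 µM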
LYP inh 2: PTPN22 phosphatase inhibitors, primary screen, biochemical, DiFMUP fluorescence, 2 µM; recombinant LYP catalytic domain; AID 640, 2007; actives 0.21% (n = 96,000); Tyrosine-protein phosphatase non-receptor type 22 (Homo sapiens), Q9Y2R2; inhibition, % at 2 µM;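 active = inhibition at 2 µM at or above a set limit, the screen mean plus 3 SD, cut at about 24% in these data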;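 also: 0% = DMSO with enzyme and 100% = enzyme fully blocked by orthovanadate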
VCAM1 TNFa inh: inhibitors of TNFa-induced VCAM1 expression, primary screen, imaging, HUVEC, TNFa stimulus, immunofluorescence; HUVEC TNFa-induced VCAM-1 immunofluorescence, high-content imaging; inhibition, % at 2 µM; actives 0.48% (n = 95,000);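 active = inhibition above the batch mean plus 3 SD, with images confirmed as a hit by eye, cut at about 37% in these data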;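 also: 0% = TNF-stimulated DMSO wells and 100% = unstimulated control wells; not every result past the cut was called active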
TNFa cytotox: cytotoxicity in TNFa-stimulated HUVEC, primary screen, cytotoxicity control for VCAM1 expression modulator project, imaging, Hoechst nuclei count; HUVEC TNFalpha-stimulated, Hoechst cell count; cell count reduction, % at 2 µM; actives 0.17% (n = 93,000); AID 848, 2007;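 active = cell count reduction exceeding the screen mean by over 5 SD, scaled to untreated wells per plate, cut at about 78% in these data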;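 also: cells counted after 24 h of TNF alpha exposure following the 1 h pretreatment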
An asterisk follows results filed as active; . = not tested or not shown; [ ] = dose if it differs, or a comment. Only part of the results is shown (hit frequency here may not be typical).

SMILES	cytoskel mod	DAT uptake mod	Candida biofilm	HUVEC tox IL1B	Smad3 inh	MT1-MMP txn act	LYP inh 2	VCAM1 TNFa inh	TNFa cytotox
CC(NC(=O)c1ccc(CS(=O)(=O)Cc2ccccc2F)o1)c1ccc2c(c1)OCCO2 (stereo unspecified)	17	-0.19	3	-8	-3	1.1	9	2	-8
CC(=O)NCCCc1nc2ccccc2n1Cc1ccccc1C	19	-0.12	5	-14	-16	1.1	2	-6	-9
CCn1c2ccccc2c2cc(NC(=O)C(C)Oc3ccc(OC)cc3)ccc21 (stereo unspecified)	-6	0.055	.	-26	.	.	2	-4	-21
COC(=O)\C(C(C)=O)=C(/C=C/C=C/C=C/N(C)C)N(C)C	4	0.028	0	-4	26	1	-8	16	-32
Nc1cc(=O)nc(SCc2ccccc2)n1Cc1ccco1	2	0.54	4	-16	0	1	10	95*	-22
CCOCCCNC(=O)c1cn(C)c2ccc(S(=O)(=O)N(C)C3CCCCC3)cc2c1=O	7	.	4	-12	9	1	2	4	-21
CC(C)C(=O)Nc1c(C(=O)c2ccc(F)cc2)oc2ccccc12	1	-0.22	10	-2	-2	1	-5	-2	3
CC1CCCCN1C(=O)CSc1nnc(-c2cccnc2)n1C1CCCCC1 (stereo unspecified)	7	-0.71	7	10	2	1.1	-4	5	-18
CCOc1cc(CNc2ncnc3nc[nH]c23)ccc1OC	.	0.93	12	.	2	1	.	.	.
COc1cc(-c2noc(CCCC(=O)NCc3ccco3)n2)cc(OC)c1OC	-1	-0.006	9	31	14	1	-2	5	-21
Cc1nc2ccccc2n1CC(O)Cn1c(C(F)(F)F)nc2ccccc21 (stereo unspecified)	-19	0.32	2	-47	-7	1.2	-9	6	-10
COc1ccccc1NC(=O)c1ccccc1NC(=O)c1cc(Cl)ccc1NC(=O)c1ccco1	11	-1	9	-2	2	1.1	-14	25	-3
CCCc1ccc(OCCNC(C)=O)cc1	.	2.3	2	3	7	1.3	6	.	.
O=C1CC(N2CCCCC2)C(=O)N1c1ccccc1 (stereo unspecified)	10	0.013	-3	-6	-4	1.1	-4	1	-8
O=c1c2cnn(-c3ccccc3)c2ncn1Cc1cccc(Cl)c1	.	0.16	17	.	-2	1.1	.	.	.
O=c1c2ccccc2nnn1CSc1nnc(-c2cccnc2)n1-c1ccccc1F	39	-0.15	-5	-10	0	1.1	0	-8	-44
Cc1nn(-c2ccc(F)cc2)c(C)c1NS(=O)(=O)c1ccc2ccccc2c1	2	0.94	4	-21	7	1.1	-9	4	-22
COc1cccc(C(=O)NNC(=O)c2ccccc2Br)c1	-16	-0.45	.	-30	.	.	-1	0	-21
N#Cc1c[nH]n2c(=O)cc(Cc3ccccc3)nc12	18	0.43	4	5	1	0.9	-34	9	-21
Cc1cccc(CS(=O)(=O)Cc2ccc(C(=O)NCc3cccnc3)o2)c1	.	-0.66	5	.	-2	1.2	.	.	.
COC(=O)c1[nH]c2ccc(F)cc2c1NC(=O)CCN1CC(C)OC(C)C1 (stereo unspecified)	-8	-0.56	5	.	4	1.2	-18	-2	-8
O=C(NCC(=O)N(Cc1cccs1)C(C(=O)NC1CCCC1)c1cccnc1)c1ccco1 (stereo unspecified)	-7	-0.0009	-3	-19	-21	1.1	-3	6	7
Cc1ccc2oc(=O)c3cnn(CC(=O)N4CCCCC4C)c3c2c1 (stereo unspecified)	.	-0.64	4	.	-5	1.3	.	.	.
Cc1csc2nc(CNC(=O)c3cccc(C(F)(F)F)c3)cn12	8	-0.018	-5	3	-3	1	-3	0	-17
CCOC(=O)N1CCN(C(=O)c2cn(C)c3ccc(S(=O)(=O)N4CCCC4)cc3c2=O)CC1	.	-0.1	6	.	3	1	.	.	.
Cc1ccc(C(=O)n2nnc3ccccc32)cc1	6	0.26	4	-40	7	1.3	-12	4	-16
O=C(Nc1cnccn1)c1cccs1	.	-0.91	0	.	0	1.1	.	.	.
CSCCC(N=Cc1c(O)n(-c2ccc(F)cc2)c(=O)[nH]c1=O)C(=O)O (stereo unspecified)	-32	-0.55	3	19	-10	1.1	-2	6	-8
CCOC(=O)Cc1cc(=O)n2[nH]c(C)c(-c3ccccc3)c2n1	4	-0.47	4	13	5	1.1	-5	-2	-31
C=C(C)c1cccc(C(C)(C)NC(=O)N2CCCCC2CC)c1 (stereo unspecified)	2	0.84	.	-28	.	.	3	-28	2
Cc1ccc2oc(=O)c3cnn(CC(=O)NCCN(C)C)c3c2c1	.	-0.78	7	.	4	1	.	.	.
O=C(CCNS(=O)(=O)c1cccc2nsnc12)NCc1cccs1	10	-1.9	10	-14	7	.	-7	13	-10
CN(C)C(=O)CN(c1ccc2c(c1)OCO2)S(C)(=O)=O	10	-0.1	5	4	-14	1.1	-6	5	-37
CCOCCNC(=O)c1ccccc1C(=O)NCCOCC	11	-0.079	-4	2	-14	1.2	-3	-11	-25
COCc1[nH]nc2c1C1(CCSCC1)C(C#N)=C(N)O2	.	-0.5	.	-2	-4	1.1	10	.	.
COc1ccc(S(=O)(=O)Nc2nnc(C(C)(C)C)s2)cc1	-4	0.019	2	-22	-2	1	1	7	-3
CC1CCCN(CCCNC(=O)c2coc3nc4ccccc4nc23)C1 (stereo unspecified)	-12	-0.45	-2	-68	1	0.9	4	-15	-18
O=C(COc1cc(=O)n2c(n1)SCCC2)c1ccccc1	-28	0.39	7	17	8	1.2	-10	-4	-29
CC(C)c1nc(SCC(=O)Nc2ccc3c(c2)OCCO3)c2c(=O)n(C)c(=O)n(C)c2n1	-16	0.36	5	-4	-5	1.1	1	22	-24
Cc1cc(C)cc(OCC(=O)OCC(=O)c2c(N)n(C)c(=O)n(C)c2=O)c1	.	0.48	0	0	-13	1.2	5	15	-20

7 neighbouring records out of the list so far, quoted:
SMILES	cytoskel mod	DAT uptake mod	Candida biofilm	HUVEC tox IL1B	Smad3 inh	MT1-MMP txn act	LYP inh 2	VCAM1 TNFa inh	TNFa cytotox
COC(=O)c1[nH]c2ccc(F)cc2c1NC(=O)CCN1CC(C)OC(C)C1 (stereo unspecified)	-8	-0.56	5	.	4	1.2	-18	-2	-8
O=C(NCC(=O)N(Cc1cccs1)C(C(=O)NC1CCCC1)c1cccnc1)c1ccco1 (stereo unspecified)	-7	-0.0009	-3	-19	-21	1.1	-3	6	7
Cc1ccc2oc(=O)c3cnn(CC(=O)N4CCCCC4C)c3c2c1 (stereo unspecified)	.	-0.64	4	.	-5	1.3	.	.	.
Cc1csc2nc(CNC(=O)c3cccc(C(F)(F)F)c3)cn12	8	-0.018	-5	3	-3	1	-3	0	-17
CCOC(=O)N1CCN(C(=O)c2cn(C)c3ccc(S(=O)(=O)N4CCCC4)cc3c2=O)CC1	.	-0.1	6	.	3	1	.	.	.
Cc1ccc(C(=O)n2nnc3ccccc32)cc1	6	0.26	4	-40	7	1.3	-12	4	-16
O=C(Nc1cnccn1)c1cccs1	.	-0.91	0	.	0	1.1	.	.	.

Further results:
SMILES	cytoskel mod	DAT uptake mod	Candida biofilm	HUVEC tox IL1B	Smad3 inh	MT1-MMP txn act	LYP inh 2	VCAM1 TNFa inh	TNFa cytotox
N#Cc1ccc(Oc2ccc(/C=N/O)cn2)cc1	30	-0.22	.	-12	.	.	-1	-3	15
CCCN1Cc2cccc(C(=O)NCc3ccccc3)c2C1=O	.	-0.34	6	.	7	1.1	2	.	.
CN(C)CCC(=O)NCC1OCCc2ccccc21 (stereo unspecified)	12	-0.069	-1	10	-5	1	4	-12	3
COc1ccc(Oc2nccc(OC)c2C#N)cc1	-8	-0.18	.	-47	.	.	-2	4	-19
Cc1nc2sc(C(c3ccc(Cl)cc3)N3CCOCC3)c(O)n2n1 (stereo unspecified)	26	-0.018	.	0	2	1.2	-3	9	-25
COc1ccc(C(C#N)N2N=C(C)CC2(C)C)cc1OC (stereo unspecified)	19	0.6	3	-15	-21	1.2	-3	2	-16
COc1ccc(-n2nc(C(=O)NCc3ccco3)c3ccccc3c2=O)cc1	-12	-0.5	3	4	12	1.1	-6	4	3
COc1ccc(Nc2ccc3nnc(-c4ccc(Br)cc4)n3n2)cc1	1	-0.14	.	8	.	.	10	4	19
CC1(C)C(c2ccccn2)=[N+]([O-])C(C)(C)N1O	4	-1.6	2	3	4	1.5	0	-3	-44
COc1ccc(C2C=C(c3ccc(C)c(C)c3)Nc3ncnn32)c(OC)c1OC (stereo unspecified)	.	1.8	2	.	-2	0.9	.	.	.
COc1nc(Nc2cccc(C)c2)nc(N2CCCCC2)n1	-23	.	.	-19	.	.	2	-10	8
CCOc1ccc(Nc2cc(C)nc(-n3nc(C)cc3C)n2)cc1	15	-0.81	.	0	.	0.6	-9	.	.
COCCN(C(=O)c1ccco1)C(C(=O)NC1CCCC1)c1cccs1 (stereo unspecified)	-21	0.015	2	-36	-2	1.2	6	-6	-2
O=S(=O)(NC1CC1)c1ccc(S(=O)(=O)N(Cc2ccccn2)C2CCCC2)cc1	11	0.7	-3	0	-6	.	9	-23	-21
CC(=O)N1C(C(=O)O)CSC1c1cccc(C)c1 (stereo unspecified)	-10	-0.18	2	3	6	.	0	4	-9
Cc1ccc(C)c(OCC(=O)NCCNC(=O)COc2cc(C)ccc2C)c1	4	1.6	4	-20	-5	1.1	-4	49	-7
COc1cc(SC#N)ccc1N=Cc1c(C)[nH]n(-c2cccc3ccccc23)c1=O	-1	-1	.	-27	.	.	1	8	-20
CC(=O)NC(CCS(C)(=O)=O)C(=O)Nc1ccc(C)c(F)c1 (stereo unspecified)	9	0.31	10	-26	13	1.2	-5	-42	-50
Cc1ccc(N(CC(=O)NCc2ccncc2)S(C)(=O)=O)cc1	4	0.77	6	-102	7	1	-1	1	-22
COc1cc(OC)cc(-c2nnc(Nc3nc4c(F)cccc4s3)o2)c1	-4	1.5	5	12	-4[fluorescence artefact?]	1	8	-15	-25
CCCCN(C)C(=O)c1ccc(CS(=O)(=O)c2ccccc2C)o1	12	0.95	9	29	2	.	0	20	-29

Some of the entries so far, as labelled records:
> Cc1csc2nc(CNC(=O)c3cccc(C(F)(F)F)c3)cn12
  cytoskel mod: 8; DAT uptake mod: -0.018; Candida biofilm: -5; HUVEC tox IL1B: 3; Smad3 inh: -3; MT1-MMP txn act: 1; LYP inh 2: -3; VCAM1 TNFa inh: 0; TNFa cytotox: -17

> CCOC(=O)N1CCN(C(=O)c2cn(C)c3ccc(S(=O)(=O)N4CCCC4)cc3c2=O)CC1
  cytoskel mod: .; DAT uptake mod: -0.1; Candida biofilm: 6; HUVEC tox IL1B: .; Smad3 inh: 3; MT1-MMP txn act: 1; LYP inh 2: .; VCAM1 TNFa inh: .; TNFa cytotox: .
